# Assay outcomes deposited in PubChem by National Center for Advancing Translational Sciences (NCATS).
# PI5P4K alpha inh – PI5P4K alpha (human) kinase inhibition. P48426. PI5P4Kalpha enzyme, ADP-Glo luminescence, 60 min; stronger effect = lower value. max response, %. hit rate 1.2% among 330,000; active means max response of -50% or lower; inconclusive means between -30% and -50%; inactive means -30% or higher; further: value at the top dose of about 77 µM; on the % scale 0 is the no-effect control and ±100 the full control effect
#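 Quantitative HTS of the MLSMR library against PI5P4Kalpha with substrate. ATP added last at 5 microM final; room temperature, 60 minutes. Remaining ATP depleted, ADP converted and read as luminescence.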
# EPAC1 antagonist – EPAC1 (human) antagonism | O95398 | EPAC1 GEF assay, Rap1b-BODIPY-GDP exchange fluorescence | Potency, µM (series often up to 115 µM), inactives show at the highest dose activity change, negative = inhibition, hits mostly inhibitors | hit rate 0.14% among 360,000 | AID 720709;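 further: potency means the concentration at half of the fitted maximal effect; plate controls were vehicle for no effect and positive control for full effect; nearly all actives have a fitted effect of over 50% in size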
# IL2 activator – activators of IL-2. hit rate 0.065% among 360,000. IL-2 activation reporter assay, cell-based qHTS; stimulated with anti-CD3/CD4/CD28 beads; in transgenic mouse T cells. activation, % (series mostly up to about 46 µM); in the data active means activation above about 50%; inconclusive means mostly about 30% to 49%; further: 0% is about no effect
#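 Using fluorescent plate cytometry, EGFP and DsRed are detected in transgenic mouse T cells stimulated 18 h at 37 degrees C with antibody-coated beads after 60 min compound pretreatment.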
# EPAC1 agonist – EPAC1 (human) agonism | O95398 | EPAC1 agonist qHTS, biochemical assay; response scale: 100% = response to 6.5 mM cAMP | Potency, µM (titrated, usually from 154 µM), without a hit: top-dose activation, hits mostly activators | hit rate 0.073% among 360,000 | AID 720707; further: potency means the concentration at half of the fitted maximal effect; nearly all actives have a fitted effect of over 60% in size
#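 Nucleotide exchange assay: 100 nM EPAC1 with 250 nM Rap1B loaded with BODIPY-GDP and 50 uM GDP, room temperature. Fluorescence (480/540 nm) read every 5 min for 30 min; signal change normalized to 6.5 mM cAMP as full agonist.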
# WRN helicase inh – inhibitors of human WRN helicase. Q14191. WRN helicase unwinding, fluorescent forked duplex, kinetic. Potency, µM (series often up to 114 µM), without a hit: at the highest dose activity change, negative = inhibition, most hits filed as inhibitors. hit rate 0.46% among 360,000. AID 651768; further: potency means the concentration at half of the fitted maximal effect; on the % scale 0 is the no-effect control and ±100 the full control effect; nearly all actives have a fitted effect of over 55% in size
# Target sequence (Q14191 whole entry, looked up): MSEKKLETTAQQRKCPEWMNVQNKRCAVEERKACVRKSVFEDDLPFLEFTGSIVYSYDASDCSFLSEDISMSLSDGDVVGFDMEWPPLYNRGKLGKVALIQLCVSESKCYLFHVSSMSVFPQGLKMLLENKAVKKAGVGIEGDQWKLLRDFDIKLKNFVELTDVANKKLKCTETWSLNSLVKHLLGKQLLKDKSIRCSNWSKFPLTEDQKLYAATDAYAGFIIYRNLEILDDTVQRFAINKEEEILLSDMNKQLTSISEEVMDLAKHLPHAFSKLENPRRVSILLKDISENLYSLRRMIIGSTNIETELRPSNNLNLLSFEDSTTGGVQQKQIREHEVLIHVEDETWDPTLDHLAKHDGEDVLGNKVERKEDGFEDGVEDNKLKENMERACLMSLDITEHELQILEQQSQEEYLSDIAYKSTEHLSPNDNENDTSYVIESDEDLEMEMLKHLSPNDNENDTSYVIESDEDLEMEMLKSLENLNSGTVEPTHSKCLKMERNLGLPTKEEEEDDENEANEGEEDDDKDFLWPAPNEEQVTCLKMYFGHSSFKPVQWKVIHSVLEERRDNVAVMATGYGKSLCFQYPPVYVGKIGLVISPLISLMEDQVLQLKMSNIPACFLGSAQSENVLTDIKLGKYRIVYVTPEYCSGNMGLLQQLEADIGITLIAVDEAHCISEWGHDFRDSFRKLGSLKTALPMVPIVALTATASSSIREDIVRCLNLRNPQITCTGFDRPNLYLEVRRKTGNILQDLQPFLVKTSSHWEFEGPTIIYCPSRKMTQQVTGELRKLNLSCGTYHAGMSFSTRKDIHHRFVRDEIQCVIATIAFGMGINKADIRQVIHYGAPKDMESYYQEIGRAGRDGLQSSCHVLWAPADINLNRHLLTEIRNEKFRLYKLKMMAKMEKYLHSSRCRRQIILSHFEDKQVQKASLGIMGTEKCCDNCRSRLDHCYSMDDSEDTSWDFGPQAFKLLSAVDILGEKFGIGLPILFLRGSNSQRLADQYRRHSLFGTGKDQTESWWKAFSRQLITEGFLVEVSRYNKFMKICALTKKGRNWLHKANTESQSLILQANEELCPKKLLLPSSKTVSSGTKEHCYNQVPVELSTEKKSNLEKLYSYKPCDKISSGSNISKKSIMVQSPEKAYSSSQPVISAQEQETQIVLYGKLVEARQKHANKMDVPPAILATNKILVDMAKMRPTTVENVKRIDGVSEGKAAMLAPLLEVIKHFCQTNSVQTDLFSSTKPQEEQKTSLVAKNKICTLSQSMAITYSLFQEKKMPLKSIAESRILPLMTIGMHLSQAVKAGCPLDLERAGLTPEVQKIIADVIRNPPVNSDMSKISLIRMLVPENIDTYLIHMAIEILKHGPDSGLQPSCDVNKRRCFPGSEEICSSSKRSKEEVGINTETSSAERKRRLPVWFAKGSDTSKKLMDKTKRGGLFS
#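 Primary qHTS, 1536-well format. 20 nM WRN + compound, 15 min RT; start with 100 nM forked fluorophore/quencher duplex, 2 mM ATP (final); kinetic read ex 525/em 598 nm.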
# FUS suppressor – rescues growth of FUS-expressing yeast; AID 1347120; S. cerevisiae FUS-expressing, growth rescue, OD600, 24 h; hit rate 0.24% among 390,000; Potency, µM (series often up to 76.6 µM), inactives show at the top dose growth rescue (activation), hits mostly activators;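 further: potency means the concentration at half of the fitted maximal effect; plate controls were DMSO vehicle for no effect and reference control for full effect; nearly all actives have a fitted effect of over 55% in size; some results filed as inactive show a strong effect at the top dose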
#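 Restored growth of FUS-toxic S. cerevisiae, read as 600 nm absorbance after 24 h at 30C in galactose medium (starting OD 0.005). Controls CP55940 and DMSO.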
# Abeta yeast res – A-beta toxicity reversal in yeast | Potency, µM (top dose mostly 46.1 µM), for inactives: at the highest dose growth rescue, actives largely listed as activators | yeast expressing A-beta42, growth rescue, OD600, 48 h; response scale: 0% DMSO, 100% iron-clioquinol control | hit rate 0.063% among 410,000 | AID 1347071; further: potency means the concentration at half of the fitted maximal effect; nearly all actives have a fitted effect of over 55% in size
#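 Yeast A-beta toxicity model in growth medium with pinned compounds, 48 h at 30 C; growth read as absorbance at 600 nm. Normalized to FeCl3/clioquinol equimolar mix (positive) and DMSO (negative).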
# PLK1 PBD inh – inhibitors of human PLK1 polo-box domain binding; P53350; Plk1 PBD binding of FITC phosphopeptide, fluorescence polarization; Potency, µM, without a hit: max response, negative = inhibition, actives largely listed as inhibitors; hit rate 2.8% among 360,000; further: potency means the concentration at half of the fitted maximal effect; series mostly up to about 57 µM; on the % scale 0 is the no-effect control and ±100 the full control effect; nearly all actives have a fitted effect of over 65% in size
# Starred values were filed as active, the others as inactive; u = inconclusive; x = not tested or not shown; & = joins results of further samples; [ ] = remark or other dose. Unless noted, the call rests on the fitted dose curve; in most records, active means well fitted curve in the direction sought with a large enough effect; inconclusive means small, poorly fitted or top-dose-only effect, or another doubt; inactive means no such curve, though single readings can be large; an effect the other way counts as inactive or inconclusive.
SMILES,PI5P4K alpha inh,EPAC1 antagonist,IL2 activator,EPAC1 agonist,WRN helicase inh,FUS suppressor,Abeta yeast res,PLK1 PBD inh
O=c1c2ccc([N+](=O)[O-])cc2ncn1Cc1ccccc1C(F)(F)F,-11,-1%,0.9,-7%,-21%,-14%,-3%,-3%
COc1ccccc1N1CCN(C(=O)c2c(C)noc2C)CC1,-2,-9%,0.8,8%,7%,9%,12%,-12%
CCCN(CC(=O)Nc1ccccc1C)C(=O)c1ccc(N2CCCC2)c([N+](=O)[O-])c1,6,-27%,-0.8,6%,-9%,33%,-7%,-3%
CC1(C)CC(=O)c2cc(C(=O)NCc3ccco3)c(=O)n(-c3ccccc3)c2C1,-1,12%,4.6,10%,-7%,15%,-14%,-8%
O=C1CC(c2ccc(Cl)c([N+](=O)[O-])c2)c2ccc3ccccc3c2N1 (stereo not given),-1,5%,-0.4,2%,5%,0%,-8%,0%
O=[N+]([O-])c1ccc(/C=N/n2c(CO)nc3ccccc32)s1,-19,-13%,10,15%,u,-10%,19%,-9%
Cc1oc(-c2cccs2)nc1CNC[C@H]1O[C@@H](n2cnc3c(N)ncnc32)[C@H](O)[C@@H]1O,-2,-1%,-0.6,-19%,4%,-16%,6%,-12%
Cc1c(C(=O)NCc2cccc(C(F)(F)F)c2)sc(=O)n1Cc1ccccc1F,3,-21%,0.1,-10%,-5%[57.1 µM],18%,0%,7%
Cc1cccc(C)c1NC(=O)CNC(=O)CN1C(=O)NC2(CCc3ccccc32)C1=O (stereo not given),-3,-1%,0.9,6%,5%,-14%,5%,3%
Cc1ncc(C[n+]2csc(C)c2C)c(N)n1,-8,-7%,1.3,-5%,1%[57.1 µM],-5%,-22%,-28%
O=C(c1ccc2ccccc2n1)N1CCN(c2ccccc2)CC1,x,3%,-1.1,2%,-5%,4%,-9%,-3%
CN1C(=O)c2ccccc2C(C(=O)NCc2ccco2)C1c1c[nH]c2ccccc12 (stereo not given),-20,9%,-3.2,-4%,u,-7%,-8%,-15%
CCN(CC)CCCNC(=O)/C=C/C(=O)O,-1,10%,-5.0,2%,1%,25%,-20%,-7%
Cc1ccc(Nc2nc(N)nc(CSc3nc(C)cc(C)n3)n2)cc1,0,-12%,1.0,0%,-2%,19%,u,-1%
COc1ccc(-n2nc(C#N)c(Cl)cc2=O)cc1,0,u,-3.6,4%,u,-2%,-72%[inhibitor],u
CCOc1ccc(NC(=O)CN(C)C(=O)CCCc2c[nH]c3ccccc23)cc1OCC,0,-28%,0.0,-1%,-9%,49%,4%,-5%
CC(=O)c1csc(-c2ccccc2)n1,-3,-20%,-0.9,-2%,3%,-5%,-2%,-25%
O=C(NNC(=O)c1ccccc1-n1cccc1)c1ccc(Cl)nc1,7,7%,-0.8,6%,-11%,-4%,5%,-2%
COc1ccccc1CNC(=O)COC(=O)c1n[nH]c2ccccc12,2,-16%,0.4,12%,-4%,11%,1%,-7%
COC(=O)C1=C(CS(=O)(=O)c2ccc(Cl)cc2)NC(=O)NC1c1ccc(O)cc1 (stereo not given),2,7%,-2.2,2%,-10%,-1%,5%,-17%
COc1ccc(C(C#N)c2ccc(Cl)nn2)cc1 (stereo not given),-17,-2%,0.7,4%,-19%,8%,-5%,u
Cc1cccc(N(C(=O)CNC(=O)c2cccs2)C(C(=O)NC2CCCC2)c2ccncc2)c1 (stereo not given),-4,-23%,0.2,7%,-2%,18%,3%,3%
CN(C)CCCNC(=O)c1ccc(-c2cc3nc(NCc4cccnc4)n(C)c(=O)c3s2)cc1,3,-5%,-0.3,-13%,14%,6%,5%,4%
O=C(N/N=C/c1ccccc1OCC(=O)N1CCCC1)C(=O)Nc1ccccc1F,-6,-15%,0.1,6%,-6%,12%,0%,-4%
CC(C)Oc1ccc(S(=O)(=O)N2CCCCC2)cc1NC(=O)CN1C(=O)NC(C)(c2ccccc2)C1=O (stereo not given),-3,-26%,-1.7,4%,-4%,u,1%,-9%

# Random excerpt: 4 records from the list.
SMILES,PI5P4K alpha inh,EPAC1 antagonist,IL2 activator,EPAC1 agonist,WRN helicase inh,FUS suppressor,Abeta yeast res,PLK1 PBD inh
Cc1oc(-c2cccs2)nc1CNC[C@H]1O[C@@H](n2cnc3c(N)ncnc32)[C@H](O)[C@@H]1O,-2,-1%,-0.6,-19%,4%,-16%,6%,-12%
COc1ccccc1N1CCN(C(=O)c2c(C)noc2C)CC1,-2,-9%,0.8,8%,7%,9%,12%,-12%
Cc1c(C(=O)NCc2cccc(C(F)(F)F)c2)sc(=O)n1Cc1ccccc1F,3,-21%,0.1,-10%,-5%[57.1 µM],18%,0%,7%
CC(=O)c1csc(-c2ccccc2)n1,-3,-20%,-0.9,-2%,3%,-5%,-2%,-25%

# New compounds follow.
SMILES,PI5P4K alpha inh,EPAC1 antagonist,IL2 activator,EPAC1 agonist,WRN helicase inh,FUS suppressor,Abeta yeast res,PLK1 PBD inh
N=C(N1CCCc2ccccc21)N1CCCc2ccccc21,-3,9%,-1.1,-7%,7%,-8%,-9%,2%
COc1ccc(CC(=O)NCC(=O)N/N=C/c2ccc(C)o2)cc1,-15,7%,-1.4,6%,1%,-7%,-3%,-16%
COc1ccc(S(=O)(=O)N2CCCCC2)cc1NC(=O)CCNC(=O)c1ccco1,4,12%,-1.0,-2%,0%,16%,-7%,0%
C=CCN1C(=O)C(Cc2ccc(Br)cc2)S/C1=N\N=C\c1ccco1 (stereo not given),-3,-6%,-1.3,-1%,-12%,31%,-4%,-10%
O=C(Nc1ccc2[nH]c3c(c2c1)CCCC3)c1ccco1,-1,-6%,-0.3,-4%,-9%,u,12%,-14%
CCOc1cc(S(=O)(=O)NCc2cccnc2)c(C)cc1C,3,4%,0.9,4%,-3%,3%,-3%,2%
O=c1c2ccccc2nc2c3ccccc3ncn12,x,14%,-1.7,-4%,-1%,39%,18%,-5%
CCN(c1ccccc1)S(=O)(=O)c1ccc(F)c(C(=O)O)c1,x,-2%,-1.0,-3%,2%,3%,-3%,-4%
CC(C)C[C@H](NC(=O)c1nc[nH]c1C(=O)NCCCCCNC(=O)OC(C)(C)C)C(=O)OCc1ccccc1,7,u,-0.8,-33%[inhibitor],-8%,u,-1%,-7%
O=C(CN(C(=O)CCC(=O)Nc1nccs1)c1cccc(F)c1)NCc1ccc(F)cc1,1,-1%,-0.6,-9%,7%,1%,15%,1%
Cc1cc(C)nc(NS(=O)(=O)c2cccs2)c1,-14,-8%,-1.6,13%,9%,-7%,-8%,-8%
COc1ccc(C2=NN(C(=O)CCC(=O)O)C(c3ccc(F)cc3)C2)cc1 (stereo not given),11,-25%,-2.3,6%,1%[57.1 µM],15%,15%,-2%
COc1ncccc1-c1cc2nc(NCCNC(C)=O)n(C)c(=O)c2s1,-4,0%,1.4,-7%,3%,0%,1%,-8%
CC(OC(=O)/C=C/c1ccc2ccccc2n1)C(=O)N(C)c1ccccc1 (stereo not given),3,8%,0.2,13%,-3%,-6%,-5%,-4%
Cc1ccc2oc(C(=O)NCc3ncc(C)[nH]3)c(C)c2c1,2,0%,-1.2,4%,9%,-3%,-6%,-10%
CNC(=S)N(CCc1c(C)[nH]c2ccc(C)cc12)Cc1ccco1,-4,-25%,-1.4,-7%,-4%,13%,17%,-6%
CCCCNC(=O)C1c2ccccc2OCC(=O)N1C1CC1 (stereo not given),-6,-1%,0.1,-11%,6%,-14%,-12%,-2%
CCCN1CCC(=NNc2ccc(S(=O)(=O)N3CCOCC3)cc2[N+](=O)[O-])CC1,3,2%,3.1,6%,11%,5%,-7%,-14%
O=C(c1ccccc1)N1CCN(Cc2ccc3c(c2)OCO3)CC1,2,16%,0.3,-2%,4%,10%,9%,-9%
C=C(Cl)COc1cc(C)cc2oc(=O)cc(CC)c12,5,2%,-2.2,-4%,-9%,15%,-9%,-4%
COc1cccc(Nc2nc(C(N)CO)cs2)n1 (stereo not given),3,-6%,0.5,-3%,5%,14%,-12%,-13%
CCOC(=O)C1CCN(Cc2c(F)cccc2Cl)CC1,x,7%,0.7,3%,1%,11%,-3%,-8%
CC(C)(C)C(=O)O/N=C1\CCS(=O)(=O)c2sccc21,8,13%,-2.3,3%,7%,-15%,-9%,-11%
CCC(C)N(C(=O)CSc1nc(-c2cccs2)nc2ccccc12)C1CCS(=O)(=O)C1 (stereo not given),-1,16%,-6.2,11%,-4%,x,-14%,2%
COc1ccc(-n2nc(C)c3sc(C)nc3c2=O)cc1,-6,11%,-2.6,8%,-13%,26%,-7%,-3%
# Further structures:
SMILES,PI5P4K alpha inh,EPAC1 antagonist,IL2 activator,EPAC1 agonist,WRN helicase inh,FUS suppressor,Abeta yeast res,PLK1 PBD inh
CCN1C(=O)c2cccc3c(S(=O)(=O)Nc4ccc(O)c(C(=O)O)c4)ccc1c23,u,4%,-5.0,12%,-14%,0%&21%,14%&-10%,-12%
COc1nc(Nc2ccc([N+](=O)[O-])cc2)nc(NC(C)C)n1,6,-12%,-1.7,0%,-25%,x,-3%,-2%
CCOc1ccc(N2C=Nc3ccc(OCC)cc3C2)cc1,-8,-16%,1.4,-4%,-1%,-18%,-2%,-8%
COC(=O)CCC(=O)NNC(=O)c1cccc(Cl)c1,x,-1%,-0.1,3%,3%,22%,1%,-8%
O=S(=O)(NC1CC2CCC1C2)c1ccc(Cl)cc1 (stereo not given),-2,-9%,0.0,6%,-7%,-13%,-43%[inhibitor],-8%
CNc1nc(C)nc(N/N=C/c2ccccc2)n1,2,11%,-2.2,6%,0%,12%,1%,2%
CCCC1C(c2ccccc2)C(C#N)(C#N)C2(C#N)CC1(N)NC2=O (stereo not given),1,-14%,-0.9,-3%,-9%,20%,u,-12%
COC(CNC(=O)CNC(=S)N(Cc1ccccc1)Cc1cccnc1)OC,0,0%,0.1,1%,-2%,30%,-4%,-29%
NC(=O)NC(=O)C(c1ccccc1)N1CCN(S(=O)(=O)c2ccc(Br)s2)CC1 (stereo not given),2,-23%,0.8,8%,6%,19%,-23%,-10%
N=c1oc2ccccc2cc1-c1nc(-c2ccccc2)cs1,-2,-2%,-2.1,-6%,-34%,x,12%,-1%
Cc1csc(NC(=O)CSc2nnc(Cc3cccn3C)n2-c2ccc(F)cc2)n1,-4,-3%,-3.4,-14%,6%,1%,1%,4%
Cc1ccc(NC(=O)Cn2nnc(C(=O)NCc3ccco3)c2N)c(C)c1,-8,-14%,-1.9,-7%,-24%,6%,6%,-8%
CCc1ccccc1NC(=O)NCc1cccnc1,5,3%,0.5,6%,2%,-1%,10%,-1%
COc1ccc(NC(=O)c2ccccn2)cc1OC,4,6%,4.1,-12%,9%,-22%,-15%,-2%
COc1ccccc1/C=N/NC(=O)CC(=O)NCc1ccccc1,-6,-10%,0.7,10%,-31%,20%,-8%,-14%
